High-throughput results: PubChem, Broad Institute
esBAF inh: Bmi1 luciferase reporter increase in mESCs, primary screen, esBAF inhibitor project, mouse ES cells, Bmi1 luciferase knock-in, single point | 350,000 tested, 2% active | AID 602393, 2012 | 24 h; 100% = twice the neutral-well signal | reporter increase, % at 12.5 µM; in the data active = activation above about 40%; inconclusive = no clear call, values can overlap the other calls;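 note: 0% = median of the plate's neutral control wells and 100% = double that signal; a rise in the Bmi1 reporter signal indicates esBAF inhibition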
ERp5 block: inhibitors of ERp5-driven insulin aggregation, primary screen, biochemical, turbidity, absorbance 650 nm, single point | inhibition, % at 9.99 µM | Protein disulfide-isomerase A6 (Homo sapiens), Q15084 | 90 min | 350,000 tested, 0.05% active;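 active = mean replicate inhibition above about 25%, with every replicate also reaching it, limit read from the data, passing the limit was not always enough; inconclusive = only one of those two criteria met; inactive = neither criterion met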
E-selectin induc: E-selectin induction in HUVECs, primary screen, imaging, HUVEC, immunofluorescence imaging, single point | activation, % at 7.58 µM | normalized: neutral wells 0, TNF-alpha wells 100 | 260,000 tested, 0.37% active;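 active = mean E-selectin-positive cell signal at least 10% of the positive control, reached in at least 60% of replicates, without over 20% cell loss; inconclusive = no rule given, readout overlaps actives, possibly toxicity-flagged; inactive = the rest, including those meeting only one limit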;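 note: in these data hits start at about 27%; measured in HUVEC primary endothelial cells; signal is the percent of cells scored E-selectin positive by PE staining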
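Test system – human umbilical vein endothelial cells (HUVEC), E-selectin induction · Input – 3,000 HUVEC seeded per well · Buffer or medium – EGM-2, gelatin · Compound dosing – single-point compound dose · Detection – immunofluorescence imaging · Measure – percent E-selectin-positive cells · Controls – TNF-alpha high, DMSO low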
RAD52 anneal inh: RAD52 DNA annealing inhibitors, primary screen, biochemical, FRET, single point, set 2. DNA repair protein RAD52 homolog (Homo sapiens), P43351. recombinant RAD52 DNA annealing, FRET fluorescence. inhibition, % at 18.7 µM. 360,000 tested, 0.46% active;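 active = every replicate showing at least 50% inhibition; inconclusive = mean inhibition at least 50% but not in every replicate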
RAD54 branch: inhibitors of human RAD54 branch migration, primary screen, biochemical, fluorescence, single point; DNA repair and recombination protein RAD54-like (Homo sapiens), Q92698; RAD54 Holliday junction branch migration, FAM/BHQ fluorescence; inhibition, % at 10.4 µM; 360,000 tested, 0.14% active; AID 602329, 2012;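 active = mean normalized replicate activity at least 40 and at least half of replicates scoring 40 or more; inconclusive = only one of the two criteria met; inactive = mean below 40 and under half of replicates reaching 40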;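 note: 0% = median of neutral control wells and 100% = median of positive control wells; inhibitors cause a drop in the FAM fluorescence signal; in these data hits start at about 50%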
Target sequence (Q92698 whole entry, looked up): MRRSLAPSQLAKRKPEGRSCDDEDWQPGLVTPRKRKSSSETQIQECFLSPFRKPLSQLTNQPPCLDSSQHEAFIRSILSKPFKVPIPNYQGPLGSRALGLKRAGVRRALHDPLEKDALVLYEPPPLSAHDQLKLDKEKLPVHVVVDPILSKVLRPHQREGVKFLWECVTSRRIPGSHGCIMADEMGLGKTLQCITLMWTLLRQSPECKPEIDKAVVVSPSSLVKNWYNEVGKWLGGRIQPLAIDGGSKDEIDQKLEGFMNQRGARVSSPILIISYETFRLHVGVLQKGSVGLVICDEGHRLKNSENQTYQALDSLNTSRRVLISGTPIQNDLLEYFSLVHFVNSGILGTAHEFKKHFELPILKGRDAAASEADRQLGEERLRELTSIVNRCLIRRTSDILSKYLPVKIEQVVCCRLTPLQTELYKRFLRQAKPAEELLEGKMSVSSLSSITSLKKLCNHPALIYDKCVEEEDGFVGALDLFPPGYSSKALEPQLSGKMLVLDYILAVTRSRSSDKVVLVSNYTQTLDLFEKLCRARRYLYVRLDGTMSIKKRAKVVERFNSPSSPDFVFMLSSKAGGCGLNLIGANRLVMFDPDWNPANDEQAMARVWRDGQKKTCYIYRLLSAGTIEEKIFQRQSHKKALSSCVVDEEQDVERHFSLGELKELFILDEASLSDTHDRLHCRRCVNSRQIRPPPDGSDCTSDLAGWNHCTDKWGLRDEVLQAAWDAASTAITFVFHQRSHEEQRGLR
ARNT-TACC3 inh: disruptors of ARNT/TACC3 protein interaction, primary screen, biochemical, AlphaScreen, single concentration; AlphaScreen His-ARNT PAS-B/GST-TACC3 binding, luminescence; TACC3 fragment carries E629A point mutation; inhibition, % at 9.99 µM; 390,000 tested, 0.66% active; AID 623870, 2012;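 active = mean inhibition of replicates at least 50% and at least half of replicates each reaching 50%; inconclusive = half or more replicates reach 50% but mean below 50%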;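 note: 0% = complete ARNT plus TACC3 wells and 100% = ARNT alone without TACC3; many hits fall short of the cut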
CASP6 VEID inh: human caspase-6 inhibitors, primary screen, biochemical, VEID-R110 fluorescence, single point, set 2. P55212. purified caspase-6, Z-VEID-R110 cleavage fluorescence. inhibition, % at 12.5 µM. 350,000 tested, 0.53% active;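 active = mean inhibition across replicates at least about 35%, with every replicate also reaching that limit, limit read from the data; inconclusive = only one of the two criteria met; inactive = neither criterion met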;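 note: 0% = median of neutral control wells and 100% = no fluorescence left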
Target sequence (P55212 24-179 limits assumed): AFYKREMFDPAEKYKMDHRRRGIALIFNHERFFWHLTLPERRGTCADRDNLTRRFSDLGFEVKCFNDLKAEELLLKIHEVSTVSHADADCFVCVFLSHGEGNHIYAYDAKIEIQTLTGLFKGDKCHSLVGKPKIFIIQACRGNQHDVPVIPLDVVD
Target sequence (P55212 194-293 limits assumed): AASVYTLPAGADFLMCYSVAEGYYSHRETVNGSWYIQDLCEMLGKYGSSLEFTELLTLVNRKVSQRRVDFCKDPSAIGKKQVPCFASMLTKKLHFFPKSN
PglD inh: C. jejuni PglD acetyltransferase inhibitors, primary screen, biochemical, DTNB colorimetric, single point; AID 602405, 2012; purified PglD enzyme, DTNB colorimetric CoA detection; 360,000 tested, 0.098% active; inhibition, % at 12.5 µM; UDP-N-acetylbacillosamine N-acetyltransferase PglD (Campylobacter jejuni); in the data active = inhibition above about 16%, passing the limit was not always enough; inconclusive = no clear call, values can overlap the other calls; note: strong numbers were not always called active
An asterisk follows results filed as active; ? = inconclusive; · = not tested or not shown.

Every second line gives: esBAF inh | ERp5 block | E-selectin induc | RAD52 anneal inh | RAD54 branch | ARNT-TACC3 inh | CASP6 VEID inh | PglD inh
1. Cc1cc(C(F)(F)F)nn1Cc1ccc(C(=O)NCc2ccco2)o1
→ -3 | · | · | · | 5 | -9 | · | 0
2. COc1ccc(NC(=O)N(C)C[C@@H]2OCCCC[C@@H](C)Oc3ccc(NC(=O)CCC(F)(F)F)cc3C(=O)N([C@H](C)CO)C[C@H]2C)cc1
→ 9 | -3 | 0.1 | 5 | -3 | -10 | 2 | 0
3. COc1ccccc1C1(CC(=O)O)CCOC(C(C)C)C1 (stereo unspecified)
→ -3 | · | · | · | -2 | -5 | · | 0
4. COc1ccc(NC(=O)N[C@@H]2CC[C@@H](CCn3cc(-c4ccccc4F)nn3)O[C@@H]2CO)cc1
→ 3 | 9 | -0.3 | -2 | 9 | -4 | -3 | 3
5. O=C(CSc1nnc(NC2CC2)s1)Nc1ccc(N2CCOCC2)cc1
→ -4 | 4 | -0.1 | -8 | 6 | · | -5 | -5
6. COc1ccc(NC(=O)N(C)C[C@H]2Oc3c(NC(=O)c4cnccn4)cccc3C(=O)N([C@@H](C)CO)C[C@@H]2C)cc1
→ 9 | -3 | · | -6 | 8 | -9 | -2 | -4
7. C[C@H]1CN([C@@H](C)CO)C(=O)Cc2cc(NC(=O)c3ccncc3)ccc2O[C@@H]1CN(C)S(=O)(=O)c1ccccc1
→ -3 | -4 | -0.1 | -7 | -2 | 10 | 1 | 2
8. Cc1ccc([N+](=O)[O-])cc1N=Cc1ccc(Br)s1
→ -6 | 4 | · | -4 | 2 | -8 | 0 | 2
9. COc1ccc(C(=O)Nc2ccc3c(c2)OC[C@H](C)N(C)C[C@H](C)[C@@H](OC)CN(C)C3=O)cc1
→ · | -6 | 0.0 | 9 | · | · | -1 | ·
10. COc1cccc(OC)c1C(=O)NNS(=O)(=O)c1ccc2ccccc2c1
→ · | -1 | 4.8 | -29 | 0 | 3 | 0 | 2
11. CN(CC(=O)NCc1cccnc1)S(=O)(=O)c1ccccc1
→ · | 2 | -0.2 | -15 | 1 | 31 | -1 | -3
12. C[C@H]1CN([C@@H](C)CO)C(=O)c2cc(NS(=O)(=O)c3ccc(Cl)cc3)ccc2O[C@H]1CN(C)CC1CC1
→ -9 | -5 | -0.4 | 18 | -4 | -1 | -1 | 5
13. CC1(C)C(=O)Nc2ccccc2N1C(=O)CSc1nc(-c2ccccc2)cs1
→ · | 3 | -0.2 | -27 | · | -13 | 0 | ·
14. CC(=O)Nc1ccc(-c2nnc(SCC(=O)Nc3ccc4c(c3)oc3ccccc34)n2C)cc1
→ 53* | · | · | · | 2 | -10 | · | -187
15. O=C(COC(=O)Cn1cnc2ccccc21)Nc1ccc2c(c1)C(=O)c1ccccc1C2=O
→ · | 2 | -6.3 | -2 | · | · | 5 | ·
16. CN(CC(=O)Nc1ccc(OC(F)(F)F)cc1)C(=O)/C=C/c1cc2c(cc1[N+](=O)[O-])OCO2
→ -6 | -1 | -0.2 | -8 | -7 | 0 | 0 | 3
17. COc1ccc(OC)c(NC(=O)CSc2ccc(-c3ccco3)nn2)c1
→ 4 | -3 | · | -2 | -2 | 2 | 2 | -2
18. N#C/C(=C\Nc1ccc(Cl)cn1)S(=O)(=O)c1ccccc1
→ -2 | 4 | 1.6 | -5 | · | -6 | 1 | ·
19. COc1cccc(C(=O)CC(=O)C(=O)Nc2cccc([N+](=O)[O-])c2C)c1
→ 3 | 2 | 0.1 | -23 | -7 | 17 | 3 | -8
20. CCOc1ccc(NC(=O)CNC(=O)c2nn(-c3ccc(OC)c(OC)c3)c(=O)c3ccccc23)cc1
→ 4 | -1 | 1.6 | -17 | -13 | -7 | -2 | -1
21. Cc1c(Cl)c(=O)n2c(=O)c(Cl)c(C)n12
→ 3 | -2 | · | -8 | -11 | · | -2 | -10
22. Cc1ccc2nc(N/N=C/c3ccccc3F)nc(-c3ccccc3)c2c1
→ · | · | 1.8 | · | 5 | -6 | · | -5
23. Cc1ccc(C)c(N2CN(CCC3=CCCCC3)CNC2=S)c1
→ · | -4 | 2.7 | -19 | · | 26 | 1 | ·
24. C[C@@H]1CN([C@H](C)CO)C(=O)c2cccc(NS(=O)(=O)c3ccc(Cl)cc3)c2O[C@H]1CN(C)Cc1ccc(Cl)c(Cl)c1
→ 1 | 5 | 0.6 | 6 | 3 | 3 | · | -4
25. C[C@@H]1CN([C@@H](C)CO)C(=O)c2cc(C#CC3CCCC3)cnc2O[C@H]1CN(C)S(=O)(=O)c1cccc(F)c1
→ 4 | -1 | 0.5 | -3 | -1 | 1 | -2 | 4
26. CCC(Sc1nc2ccsc2c(=O)n1CCC(=O)O)C(=O)Nc1ccc(Cl)cc1 (stereo unspecified)
→ -8 | -1 | -0.1 | -12 | 3 | · | -2 | 1
27. COc1ccc(S(=O)(=O)Nc2ccc3c(c2)C(=O)N([C@H](C)CO)C[C@H](C)[C@H](CN(C)Cc2ccc(C(=O)O)cc2)OCCCC[C@H](C)O3)cc1
→ 4 | -6 | 0.2 | -1 | 7 | 0 | 0 | 6
28. CC(=O)NC(Cc1ccccc1)C(=O)NC1CCN(C(=O)NC2CCCCC2)CC1 (stereo unspecified)
→ -2 | · | · | · | 12 | -3 | · | 0
29. CC(C)c1c(O)nc(SCC(=O)N2CCOCC2)[nH]c1=O
→ 1 | · | · | · | -8 | 4 | · | -5
30. c1ccc(-c2onc(-c3ccco3)c2-c2ccc3c(c2)OCO3)cc1
→ -7 | 1 | -0.1 | -16 | -17 | -1 | 0 | 2
31. O=C(NCC1CCCO1)c1coc2nc3ccccc3nc12 (stereo unspecified)
→ 11 | · | · | · | -14 | 7 | · | -9
32. CCN(CC)C(=O)C1=C(C)N(CCCOC)C(=O)C(CC(=O)NCC2CCCCC2)C1 (stereo unspecified)
→ 2 | 1 | -0.1 | 1 | -3 | · | -3 | 2
33. CSc1ccccc1NC(=O)c1cc(CC(C)C)on1
→ 31 | -8 | 0.7 | -7 | -7 | -10 | -1 | 13
34. CC(=O)c1cccc(-c2cnc3c(NC=O)cc(-c4ccc(C(=O)N5CCOCC5)cc4)cn23)c1
→ 6 | -3 | -0.1 | -34 | 7 | · | 6 | 8
35. Oc1ccccc1/C=N/n1cnn(Cc2ccccc2Cl)c1=S
→ -1 | 2 | 1.7 | -14 | -8 | -14 | -1 | 0
36. C[C@H](CO)N1C[C@H](C)[C@@H](CN(C)C(=O)Nc2cc(F)ccc2F)Oc2cc(-c3cccc(F)c3)ccc2S1(=O)=O
→ -5 | -6 | 0.0 | -29 | -1 | 0 | 0 | -1
37. Cc1ccc(NC2c3ncccc3C(=O)N2c2ccccc2C)cc1C (stereo unspecified)
→ 1 | · | · | · | -24 | -34 | · | -1
38. CC(C)CNS(=O)(=O)c1ccc(CC(C)C)cc1
→ · | -4 | · | -3 | · | -15 | 0 | ·
39. CCCN(CCC)CCCNC(=O)c1cc2c(=O)n(CC)c3ccccc3c2s1
→ -8 | 5 | · | 11 | 26 | 5 | -3 | 0
40. O=C1C=C(c2ccccc2)C[C@H](c2cccs2)[C@H]1n1cnc([N+](=O)[O-])c1
→ -9 | · | · | · | -5 | 2 | · | 7
41. COc1ccc(C2CCc3cc(OC)c(OC)cc3C2NC=O)cc1OC (stereo unspecified)
→ · | 1 | 0.2 | -2 | · | · | -2 | ·
42. CN(C)c1cc(-c2ccc(Cl)c(Cl)c2)oc(=O)c1Cl
→ · | -1 | 1.6 | -28 | -2 | -15 | 0 | -3
43. COc1ccc(NC(=O)C(C2CC2)n2c(=O)c(-c3ccccc3)nc3ccccc32)cc1 (stereo unspecified)
→ · | 3 | -0.2 | -20 | · | · | -4 | ·
44. Cc1cc(C(=O)OCC(=O)Nc2ccc(F)cc2F)c(C)o1
→ 1 | 2 | · | -4 | -7 | -1 | 2 | -9
45. O=C(COC(=O)c1ccc(NS(=O)(=O)c2cccs2)cc1)NCc1ccco1
→ 4 | · | · | · | 3 | 3 | · | 1
46. COc1ccc(CCNC(=O)COc2ccccc2[N+](=O)[O-])cc1OC
→ · | -1 | 0.0 | -8 | -13 | -26 | -1 | 0
47. CC1(C(=O)NC2CCCCCCC2)CCC(=O)N1CCN1CCOCC1 (stereo unspecified)
→ 3 | · | · | · | -4 | -4 | · | 0
48. CCN(CCn1cccn1)C(=O)CCc1nnc(Cc2c[nH]c3ccccc23)o1
→ · | 2 | -0.1 | -2 | · | -3 | -6 | ·
49. CCc1noc(C)c1C(=O)NNC(=O)c1cc(OC)cc(OC)c1
→ -3 | 2 | · | 0 | 8 | -1 | 0 | 0
50. Cc1ccccc1C(=O)N/N=C/c1cccc2ccccc12
→ ? | -3 | 0.3 | -11 | -9 | 2 | 1 | -3
51. CCc1cccc(OCC2Cn3c(nc4c3c(=O)[nH]c(=O)n4C)O2)c1 (stereo unspecified)
→ -3 | 2 | -0.1 | -6 | -7 | -7 | 2 | -1
52. CC(C)N(CCc1ccncc1)C(=S)Nc1ccc(F)c(Cl)c1
→ 13 | 9 | · | -35 | -5 | 7 | 2 | -1
53. COc1ccc(CC(=O)NC2CCN(CC(=O)Nc3ccc4c(c3)OCCO4)CC2)cc1OC
→ -4 | · | · | · | -4 | -9 | · | 0
54. CCCCCCCCN1C(=O)[C@@H](CC(=O)NCc2ccccc2)C[C@@]2(C(=O)OC)C1=C[C@H](C1CCCC1)O[C@@H]2C
→ · | -2 | -0.4 | -8 | · | · | 3 | ·
55. CCCCc1nnc(NC(=O)CSCc2cc(=O)n3ccsc3n2)s1
→ -7 | -1 | · | 4 | -5 | -4 | 0 | -3
56. C[C@H]1CN([C@@H](C)CO)C(=O)Cc2cc(NC(=O)Nc3ccc(F)cc3)ccc2O[C@@H]1CN(C)C(=O)NC1CCCCC1
→ -2 | -2 | 0.5 | -3 | -20 | 1 | 1 | -3
57. Oc1ccc(C[C@H]2CNC(=S)N2C[C@H]2CCCN2C[C@H](Cc2ccccc2)N2C[C@H](Cc3ccc(O)cc3)N(CCc3ccccc3)C2=S)cc1
→ 0 | 3 | -0.4 | -26 | -5 | · | -2 | 3
58. CN(C)CCCNC(=O)C[C@H]1CC[C@@H]2[C@H](COC[C@H](O)CN2CC2CCCC2)O1
→ -7 | -3 | 0.0 | 6 | 4 | 38 | -1 | -2
59. CC1c2ccsc2CCN1S(=O)(=O)c1cccs1 (stereo unspecified)
→ · | 2 | -0.3 | -3 | · | -7 | -2 | ·
60. CC(C)c1ccc(Oc2cccc3c2S(=O)(=O)N([C@H](C)c2ccccc2)C[C@@H](COCc2ccccc2)O3)cc1
→ · | 1 | -0.2 | -11 | · | · | -6 | ·
61. Cc1ccc(NC2=C/C(=N/S(=O)(=O)c3cccs3)c3ccccc3C2=O)cc1
→ · | 3 | 0.6 | -12 | · | 9 | 2 | ·
62. O=C(NCCc1nc2ccccc2[nH]1)/C(=C/c1ccco1)NC(=O)c1ccccc1Br
→ -5 | 2 | 1.4 | -20 | -2 | 5 | -3 | 7
